# Source: PubChem BioAssay (The Scripps Research Institute Molecular Screening Center)
# PLCb3 inh – PLC-beta3 (human) inhibition, primary screen; Q01970; Purified PLC-beta3, fluorogenic substrate, fluorescence; inhibition, % at 12.2 µM; 370,000 compounds, 0.18% hits; in the data active means inhibition above about 11%;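 further: 0% = median of compound wells on plate and 100% = full blocker control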
# sPLA2-III inh – Inhibits HGIII-sPLA2 liposome hydrolysis, primary screen | Q9NZ20 | inhibition, % at 12.2 µM | QFRET BODIPY PC-A2 liposome hydrolysis, fluorescence | AID 743126 | 370,000 compounds, 0.56% hits;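 active means inhibition above mean plus 3 SD of compounds lying within the high and low control bounds, cut at about 19% in these data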;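 further: 0% = median of test compound wells and 100% = no enzyme DMSO wells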
# Target sequence (Q9NZ20 whole entry, looked up): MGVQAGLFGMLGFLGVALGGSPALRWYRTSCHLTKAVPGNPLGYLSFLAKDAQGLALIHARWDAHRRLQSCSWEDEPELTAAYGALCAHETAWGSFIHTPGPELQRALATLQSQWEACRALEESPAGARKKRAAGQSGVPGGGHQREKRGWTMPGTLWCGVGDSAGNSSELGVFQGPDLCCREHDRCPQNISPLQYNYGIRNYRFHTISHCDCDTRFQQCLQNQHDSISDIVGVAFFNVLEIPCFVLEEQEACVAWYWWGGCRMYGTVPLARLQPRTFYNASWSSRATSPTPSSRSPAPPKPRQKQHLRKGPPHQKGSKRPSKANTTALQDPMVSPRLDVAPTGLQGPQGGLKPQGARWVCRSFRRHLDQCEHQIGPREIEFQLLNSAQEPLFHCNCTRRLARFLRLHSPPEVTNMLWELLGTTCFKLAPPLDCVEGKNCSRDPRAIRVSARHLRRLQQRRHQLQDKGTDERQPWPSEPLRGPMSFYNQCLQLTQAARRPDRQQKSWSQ
# GAA850 FXN act – increases GAA850 frataxin promoter reporter activity | HEK293 lucGAA850 FXN promoter luciferase reporter, 24 h; percent of 10 µM SAHA response | activation, % at 6 µM | 360,000 compounds, 0.56% hits;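 active means activation above the average of all compounds screened plus 3 SD, cutoff fixed separately per campaign, cut at about 7.5% in these data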;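 further: 0% = DMSO wells and 100% = 10 µM SAHA wells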
# PLC-gamma1 inh – PLC-gamma1 (human) inhibition, primary screen; P19174; inhibition, % at 12.2 µM; purified PLC-gamma1, fluorogenic substrate, fluorescence; 370,000 compounds, 0.84% hits; in the data active means inhibition above about 9.5%
# hcDAF12 agonist – activators of H. contortus DAF-12 nuclear receptor | HEK293 hcDAF-12 lit1-tk-luc reporter, luminescence; 0% DMSO, 100% Δ7-dafachronic acid | AID 652067 | activation, % at 6.8 µM | 370,000 compounds, 1.4% hits;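 active means activation above the mean of all tested compounds plus 3 SD, cut at about 5.5% in these data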;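 further: 100% = response to 3 µM Δ7-dafachronic acid high control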
# ADAM17 inh – inhibits human ADAM17 | inhibition, % at 6.95 µM | 370,000 compounds, 0.83% hits | recombinant ADAM17, EDANS/DABCYL FRET peptide cleavage | P78536;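 active means inhibition above the mean of compounds lying between control limits plus 3 SD, set per campaign, cut at about 8.5% in these data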;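 further: 0% = DMSO-only wells as the low control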
# Target sequence (P78536 215-824 limits assumed): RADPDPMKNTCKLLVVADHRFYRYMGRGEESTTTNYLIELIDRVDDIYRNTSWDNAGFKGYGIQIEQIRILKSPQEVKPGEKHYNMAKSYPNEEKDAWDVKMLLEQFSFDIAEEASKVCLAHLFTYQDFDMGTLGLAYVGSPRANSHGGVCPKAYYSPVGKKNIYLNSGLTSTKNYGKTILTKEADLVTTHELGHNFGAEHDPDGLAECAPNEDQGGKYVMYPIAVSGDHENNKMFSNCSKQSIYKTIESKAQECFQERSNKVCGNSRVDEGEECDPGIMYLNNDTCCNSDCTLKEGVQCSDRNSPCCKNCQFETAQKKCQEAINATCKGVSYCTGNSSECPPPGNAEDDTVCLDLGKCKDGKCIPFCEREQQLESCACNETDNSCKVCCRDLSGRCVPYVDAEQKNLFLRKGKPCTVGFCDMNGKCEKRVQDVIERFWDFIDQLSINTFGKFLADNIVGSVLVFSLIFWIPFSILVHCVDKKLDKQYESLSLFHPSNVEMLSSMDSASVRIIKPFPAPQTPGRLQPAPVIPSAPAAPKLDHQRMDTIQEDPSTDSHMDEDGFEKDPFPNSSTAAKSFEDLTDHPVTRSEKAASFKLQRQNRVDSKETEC
# DAX1 inh-1 – inhibits human nuclear receptor DAX1 | HEK293 Gal4-DAX1 luciferase reporter, luminescence | inhibition, % at 6.75 µM | 340,000 compounds, 0.99% hits | AID 504766;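 active means inhibition above the mean over all tested compounds plus 3 SD, cut at about 4.2% in these data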;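 further: 0% = DAX1-transfected cells with DMSO and 100% = empty-vector control cells with DMSO; inhibition shows as a rise in luminescence from relieved DAX1 repression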
# DAX1 inh-2 – blocks DAX1 repression of SF-1 activated StAR promoter. inhibition, % at 6.8 µM. AID 652010. 370,000 compounds, 1.1% hits. HEK293T StAR-luciferase reporter, SF-1/DAX-1 repression relief;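 active means inhibition above the mean over all tested compounds plus 3 SD, cut at about 3.6% in these data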;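 further: 0% = DAX-1 cells with DMSO and 100% = cells lacking DAX-1 with DMSO; higher inhibition means more luminescence from relief of DAX-1 repression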
# hgDAF-12 ag – activates the H. glycines DAF-12 receptor ligand-binding domain. 370,000 compounds, 1.8% hits. HEK293 GAL4-hgDAF12 UAS-luciferase reporter, agonist luminescence; normalized to butyrate control. AID 687014. activation, % at 6.8 µM;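 active means activation above a cutoff set at the mean of all screened compounds plus 3 SD, cut at about 10% in these data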;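 further: 0% = DMSO wells and 100% = sodium butyrate wells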
# ADAM10 inh – ADAM10 inhibition, QFRET primary screen; O14672; recombinant ADAM10, EDANS/DABCYL FRET peptide cleavage, 3 h; inhibition, % at 7 µM; 370,000 compounds, 0.62% hits; AID 720582;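 active means inhibition above a per-campaign cutoff equal to the mean of compounds falling between control-based bounds plus 3 SD, cut at about 20% in these data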;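 further: 0% = DMSO wells while the 100% control is not disclosed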
# ssDAF12 agonist – activators of S. stercoralis DAF-12 nuclear receptor | HEK293 ssDAF-12/GRIP1 lit1-tk-luc reporter, luminescence; % of 3 µM dafachronic acid response | 370,000 compounds, 1% hits | activation, % at 6.8 µM | AID 652126;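 active means activation above the mean over all tested compounds plus 3 SD, cut at about 0.9% in these data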;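 further: 0% = DMSO-only wells and 100% = 3 µM delta7-dafachronic acid wells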
# Starred values were filed as active, the others as inactive; i = inactive; / = not tested or not shown.
SMILES,PLCb3 inh,sPLA2-III inh,GAA850 FXN act,PLC-gamma1 inh,hcDAF12 agonist,ADAM17 inh,DAX1 inh-1,DAX1 inh-2,hgDAF-12 ag,ADAM10 inh,ssDAF12 agonist
CCC1CCCCN1C(=O)CSc1nnc(-c2ccc3c(c2)OCCO3)o1 (stereo unspecified),5,8,0.7,-3,-2.1,-7,0.0,-0.1,-0.9,-4,-1.1
NC(=O)COC(=O)c1cc(-c2ccco2)nc2ccccc12,i,8,2.2,i,0.4,-223,0.2,0.3,1.5,i,-1.5
COc1ccccc1NC(=O)CCc1c(C)nc2c(-c3ccc(F)cc3)c(C)nn2c1C,-10,3,1.2,-1,-0.7,-5,0.4,-0.2,1.9,6,-0.6
CC(=O)OCC1=C(C(=O)O)N2C(=O)C(NC(=O)CC(C)c3ccccc3)C2SC1 (stereo unspecified),-13,4,0.1,3,-1.1,-2,0.0,-1.4,-2.7,-17,-1.0
CCOC(=O)c1c(-c2ccccc2)oc2cc(CN(C)C)c(O)c(CN(C)C)c12,i,-26,-0.6,-416,-2.3,-31,-0.3,-1.9,-6.8,-88,-2.1
N#Cc1cc([N+](=O)[O-])ccc1NC(=O)COC(=O)CCC1CCCCC1,0,-5,/,-1,4.5,1,/,-0.3,2.2,12,0.2
CCOC(=O)c1c(/N=C/N(C)C)sc2c1CCC2,-1,6,4.5,5,-2.8,-1,0.2,-0.5,0.6,-26,-0.2
c1ccc(C2=NC(c3ccccc3)N=C(c3ccccc3)N2)cc1,-1,-13,-2.5,-1,3.9,0,-0.5,-0.5,1.2,2,0.8
O=C(CO/N=C/c1ccccc1O)N1CCc2ccccc21,1,2,1.8,-4,1.8,-2,-1.1,-0.2,1.1,-6,-1.2
C/C(=N\NC(=S)NCCc1ccccc1)c1cccc(Br)c1,0,4,0.0,-1,1.0,-2,-0.2,0.0,2.1,9,-0.4
Cc1ccc(OCC(=O)Nc2ccc(F)cc2)cc1,3,3,0.3,1,0.2,-4,1.5,1.1,4.5,-6,-0.5
N#CC1(C#N)CC(C=O)=C(N)C1(C#N)CC(=O)c1ccc(F)cc1 (stereo unspecified),-190,-18,-1.7,-135,-0.7,-77,2.1,-0.2,1.6,-242,-0.8
CCN(CC)C(=O)C1CCN(S(=O)(=O)c2ccc3c(c2)CCCN3C(=O)C2CCC2)CC1,-4,-3,-2.5,0,-2.3,-6,-0.6,-0.4,-1.1,-4,-1.3
CCOC(=O)c1ccc(N(CC2CO2)S(=O)(=O)c2ccc(C)cc2)cc1 (stereo unspecified),3,-11,-2.1,-1,0.7,1,2.8,-0.1,-0.4,11,-1.3
COc1ccc(/C(N)=N/OC(=O)Oc2ccccc2)cc1,-12,6,0.3,-1,-1.4,0,-0.3,-0.7,1.8,4,-1.3
CCOC(=O)c1nccnc1C(=O)Nc1ccc(C(F)(F)F)cc1,-3,13,2.0,5,-1.1,-5,0.8,-1.1,0.7,5,-1.7
CCOC1=C2[C@H](c3ccccc3Cl)N(S(=O)(=O)c3ccc(C)cc3)C[C@H]2C(C#N)(C#N)C(C#N)(C#N)C1,0,-35,/,1,1.4,2,/,-1.7,-0.4,11,0.4
Cc1noc(C)c1NC(=O)Nc1ccc2c(c1)C(=O)N([C@H](C)CO)C[C@H](C)[C@@H](CN(C)C(=O)Nc1ccc(C(F)(F)F)cc1)O2,5,1,1.0,4,0.9,1,-0.2,1.3,-0.8,-8,-1.2
C[C@@H]1CN([C@@H](C)CO)C(=O)CCCn2nncc2CO[C@H]1CN(C)Cc1ccc(O)cc1,0,0,/,-1,0.4,-1,/,0.0,-2.0,2,-0.9
CCOc1ccccc1Nc1nc(N)nc(CSc2nncn2C)n1,3,3,-1.2,-5,-1.0,-5,-0.4,-0.6,-1.1,-1,-1.3
Cc1cc(Cl)ccc1NC(=O)CCN1C(=O)NC(C)(C)C1=O,-1,2,1.3,-5,-0.3,-1,0.4,0.0,2.0,-7,-0.7
O=C(Nc1cc(Cl)ccc1Cl)C1CC(=O)N(c2ccccc2)C1 (stereo unspecified),-5,-2,0.7,0,-0.6,-3,0.0,-0.2,2.0,-3,-1.2
Cc1cc(C)c(S(=O)(=O)N2CCN(C(=O)c3cc4ccccc4o3)CC2)c(C)c1,-6,-2,1.2,-1,0.5,0,-0.5,0.9,-0.6,0,-0.8
N#CC1CCN(c2nc(-c3ccc(Br)cc3)cs2)CC1,-8,-1,/,-5,-0.7,2,/,/,9.1,2,-0.9
S=C(NCc1ccccc1)N1CCN(C2CCCCC2)CC1,-7,16,-0.6,-3,-1.9,-4,2.4,0.3,-0.1,2,-0.3

# Next entries
SMILES,PLCb3 inh,sPLA2-III inh,GAA850 FXN act,PLC-gamma1 inh,hcDAF12 agonist,ADAM17 inh,DAX1 inh-1,DAX1 inh-2,hgDAF-12 ag,ADAM10 inh,ssDAF12 agonist
COCCCNC(=O)/C(=C\c1cccn1C)NC(=O)c1cccs1,1,-2,-0.5,0,0.9,2,-1.6,0.1,-0.1,4,-0.8
O=C(c1ccc(Cl)c(F)c1F)N1CCOCC1,5,3,1.6,1,-1.1,-1,-0.5,0.7,2.6,4,-1.2
CCCn1c(SCC(=O)NC)nc2sc3c(c2c1=O)CCC3,-4,1,3.5,0,1.9,-4,-0.2,0.0,-0.3,0,-0.7
Nc1c(C(=O)O)nnn1Cc1ccccc1,2,-1,2.7,0,-0.4,0,0.2,-0.1,0.4,-3,-1.1
Cc1ccc(N/C=C2\CCCCC2=O)nc1,-9,-2,5.8,0,0.9,-3,0.4,-0.4,7.2,-2,-1.3
C[C@@H](CN1C2=NC[C@H](Cc3ccccc3)N2C[C@H]1Cc1ccc(O)cc1)NC(=O)CCC1CCCCC1,7,-18,-0.1,4,-1.7,2,-0.7,-0.2,2.6,0,-0.9
Cc1cccc(Nc2nc(-c3ccc(O)c(O)c3)cs2)n1,-41,5,5.1,-23,3.2,-1,1.2,1.2,5.0,-3,0.2
CCOC(=O)COn1c(-n2nc(C)cc2C)nc2ccccc2c1=O,-1,8,0.9,-3,-1.0,-6,0.7,-0.4,3.1,6,-1.1
CN1CCN(C(=O)C2CCN(S(=O)(=O)c3ccc4c(c3)oc(=O)n4C)CC2)CC1,2,7,-1.7,0,-0.2,1,0.3,0.8,2.8,-15,0.3
Cc1cc(C(=O)CCC(=O)Nc2ccc(C(N)=O)cc2)c(C)s1,3,3,-0.2,1,-2.1,-2,-0.1,-0.3,-2.2,-4,-1.1
O=C(NCC(c1ccco1)N1CCc2ccccc2C1)c1cccc(F)c1 (stereo unspecified),-2,-1,-0.3,-4,0.6,-1,-0.8,0.8,-1.6,4,-1.1
CC1CCCCC1NC(=O)C1CCN(S(=O)(=O)N2CCCCCC2)CC1 (stereo unspecified),4,-1,-0.1,0,0.4,0,-0.3,1.3,2.8,-4,-1.9
COc1cc2c(c(OC)c1OC)CC(c1ccccc1)=C(c1ccccc1)CC2NC(=O)C(F)(F)F (stereo unspecified),0,3,/,-3,-0.3,-5,/,0.9,-0.9,-5,-0.8
Cc1cc(S(=O)(=O)Nc2cccc([N+](=O)[O-])c2)c(C)s1,-5,-8,-0.1,-2,-2.1,-4,1.0,-0.2,-1.3,-7,-1.1
O=C(Oc1ccc(N2C(=O)CCC2=O)cc1)c1ccccc1Cl,-1,3,-7.8,5,-2.3,-3,-2.5,-0.6,-5.3,-5,-1.9
Cc1cccc(OCc2nnc(SCC(=O)NCCc3ccccc3)o2)c1,-2,-7,1.3,0,-0.1,-2,0.5,0.4,-1.3,-3,-0.4
Cc1ccc(S(=O)c2snnc2C)cc1 (stereo unspecified),-1,6,1.4,0,1.5,-2,1.9,-0.3,-3.4,-8,-1.1
c1ccc(CCCNc2ncnc3nc[nH]c23)cc1,1,-5,0.0,0,-1.7,-3,0.6,-0.1,3.6,-9,-1.1
CN1C(=O)/C(=C/c2ccc(O)c([N+](=O)[O-])c2)NC1=S,2,1,-1.1,1,-1.0,-4,3.1,0.1,-0.7,-4,-1.3
COc1ccc(S(=O)(=O)N2CCC(C(=O)N[C@@H](C)C(=O)NC3CCCC3)CC2)cc1,-3,12,0.9,4,1.4,2,0.2,0.2,0.0,-9,-1.0
CC1CC(C)CN(S(=O)(=O)c2ccc(C(=O)Nc3nnc(-c4cccs4)o3)cc2)C1 (stereo unspecified),-5,-16,-1.6,-1,0.3,2,0.1,-1.5,0.8,14,-1.1
COc1cc(/C=N/NC(=O)Nc2cccc3nsnc23)cc(OC)c1OC,-5,3,0.3,-4,-2.1,-6,0.7,0.3,1.6,-12,-1.0
CN1C2CCC1CC(NC(=O)CSc1ccc(Cl)cc1)C2 (stereo unspecified),-4,-1,0.3,4,0.1,1,1.6,0.7,-0.8,-1,-0.1
Cc1onc(-c2ccncc2)c1C(=O)O,0,6,-1.7,-1,-1.2,-3,0.2,-0.1,2.8,-5,-0.9
COc1ccccc1-c1cn[nH]c1-c1ccc(OCc2ccc(F)cc2)cc1O,-2,-28,-0.6,1,-1.3,6,1.4,-0.5,-4.9,17,-1.1

# (list continues)
SMILES,PLCb3 inh,sPLA2-III inh,GAA850 FXN act,PLC-gamma1 inh,hcDAF12 agonist,ADAM17 inh,DAX1 inh-1,DAX1 inh-2,hgDAF-12 ag,ADAM10 inh,ssDAF12 agonist
CCn1c(CC(=O)Nc2ccc(C)c(Cl)c2)nnc1SCC(=O)Nc1nc(C)cs1,4,-2,0.8,5,-0.6,5,0.1,0.6,-0.1,2,-0.9
CC(Oc1ccc(Br)cc1)C(=O)N1CCC(C(N)=O)CC1 (stereo unspecified),1,5,1.3,0,-1.4,-2,1.2,0.2,-3.8,-6,-1.4
Cc1ccccc1OCCC(=O)OCC(=O)NCCNC(=O)COC(=O)CCOc1ccccc1C,-3,-25,0.1,1,0.6,-1,2.0,1.7,-0.9,5,-1.3
N#CNC(=Nc1ccc(Cl)cc1)Oc1ccccc1,-7,-1,2.0,0,0.6,-2,-1.2,0.1,-0.3,8,-0.1
O=C(C(=O)N1CCOCC1)c1cn(CC(=O)N2CCCCC2)c2ccccc12,-8,8,0.9,2,-0.4,-1,0.2,0.2,-1.6,8,-0.5
CCOC(=O)C(NC(C)=O)C(O)c1ccc([N+](=O)[O-])cc1 (stereo unspecified),3,-3,1.4,0,0.4,-1,-1.0,0.6,-2.8,0,-1.2
c1ccc(OCCCCn2cnc3ccccc32)cc1,-1,-7,-1.2,2,-1.3,-3,-2.5,-1.3,-1.3,0,-1.6
CCc1ccccc1NC(=O)CNC(=O)c1ccccc1OCc1c(C)noc1C,-5,-3,0.2,-1,-0.5,-1,-1.7,0.8,0.3,-2,-1.5
O=C(/C=C/c1ccccc1Cl)NC1CCS(=O)(=O)C1 (stereo unspecified),2,4,2.2,1,-0.5,-2,0.4,-0.5,1.1,-5,-1.8
COc1cc2c(cc1OC)-c1cc(Nc3ccc4c(c3)OCCO4)nc(=O)n1CC2,-48,4,-8.9,-36,-6.3,-13,-0.4,-2.8,-13,-37,-2.7
